Bioassay records deposited in PubChem BioAssay by several laboratories.
M. tuberculosis GlmU: inhibition of mycobacterial GlmU enzyme – biochemical, glucosamine-1-phosphate acetyltransferase (AID 1376) | M. tuberculosis GlmU acetyltransferase enzyme assay; higher % means a stronger effect | one-dose inhibition, %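 (tested at 30 µM in the primary screen)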; IC50 in µM for titrated hits | hit rate 0.25% among 220,000; in the data active means inhibition above about 13%; inconclusive means no clear call, values can overlap the other calls;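 further: 0% = complete reaction with vehicle and 100% = reaction without substrate; strong numbers were not always called active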
RmlCD inh 1536: inhibitors of Mycobacterium tuberculosis RmlC and RmlD coupled enzymes; RmlC+RmlD coupled enzyme assay, percent inhibition; primary screen in compound mixtures; inhibition, % at 3.6 µM; P9WH09+P9WH11; hit rate 0.03% among 160,000; in the data active means inhibition mostly above about 34%, no sharp cut-off; inconclusive means no clear call, values can overlap the other calls; inactive means mostly below about 22%; further: some results filed as inactive read as strong as hits
Target sequence (P9WH09 whole entry, looked up): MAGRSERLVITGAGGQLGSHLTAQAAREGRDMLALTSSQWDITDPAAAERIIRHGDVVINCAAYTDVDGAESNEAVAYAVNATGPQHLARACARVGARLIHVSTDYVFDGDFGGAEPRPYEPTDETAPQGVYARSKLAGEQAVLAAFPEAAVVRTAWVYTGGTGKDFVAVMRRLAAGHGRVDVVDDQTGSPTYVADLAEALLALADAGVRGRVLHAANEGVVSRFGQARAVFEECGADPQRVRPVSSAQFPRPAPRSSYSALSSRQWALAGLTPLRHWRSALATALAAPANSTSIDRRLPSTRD
Target sequence (P9WH11 whole entry, looked up): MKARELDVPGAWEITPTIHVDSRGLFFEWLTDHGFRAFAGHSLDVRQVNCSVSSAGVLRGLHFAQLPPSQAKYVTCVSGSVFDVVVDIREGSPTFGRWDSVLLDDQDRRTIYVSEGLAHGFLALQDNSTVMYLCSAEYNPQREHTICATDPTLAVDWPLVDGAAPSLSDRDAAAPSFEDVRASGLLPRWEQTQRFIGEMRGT
An asterisk follows results filed as active; ? = inconclusive; / = no result given. Some of the compounds tested (hit frequency here may not be typical).

SMILES | M. tuberculosis GlmU | RmlCD inh 1536
OCC1CCCN(Cc2ccc(-c3ccccc3)cc2)C1 (stereo unspecified) | 3.6% | 29
COc1ccc(/C=N\NC(=O)COc2ccccc2Cl)cc1Cn1nc(C)cc1C | -5.0% | 7
CCCCc1nnc(NC(=O)CSc2nc(N)cc(=O)[nH]2)s1 | 1.5% | -1
Cc1cc2ccc(C)c(C)c2nc1SCC#N | -1.0% | /
COc1ccc(-c2[nH]ncc2CNCCc2ncccc2C)cc1F | 6.6% | 9
CN(c1ccccc1)S(=O)(=O)c1ccc(Cl)c(C(=O)Nc2ccc(N3CCOCC3)cc2)c1 | 3.8% | 12
CCOC(=O)C1(Cc2ccccc2)CCN(Cc2cccc3c2OCO3)CC1 | -0.7% | 8
COc1cc(NC(=O)COC(=O)CNC(=O)c2ccc(C)cc2)c(C)cc1[N+](=O)[O-] | -1.5% | 95
Cc1ccc(S(=O)(=O)N2CCN(CC(=O)Nc3ccc4c(c3)CCC4)CC2)cc1C | -6.6% | 1
CC(=O)c1ccc(OCc2cc(=O)n3ccsc3n2)cc1 | -3.0% | -2
Cc1ccc(NC(=O)/C=C/c2cccc(C(F)(F)F)c2)cc1 | -0.9% | -5
CCC(NC(=O)OC(C)(C)C)C(=O)Oc1ccc2c3c(c(=O)oc2c1)CCC3 (stereo unspecified) | -0.8% | 7
O=C(OCCCN=C1NS(=O)(=O)c2ccccc21)c1ccc(F)cc1 | 2.3% | 7
Cc1ncc([N+](=O)[O-])n1CC(=O)NCc1ccccc1 | -1.9% | 5
Cn1nc(C(C)(C)C)cc1C(=O)Sc1cccc(Br)c1 | 1.7% | 40
CCOC(=O)C1=C(C)N(CC(C)C)C(=O)/C1=C\c1cccs1 | 6.6% | -8
O=C(CCc1ccc(S(=O)(=O)NC2CCCCC2)cc1)NCc1ccc(Cl)cc1 | -8.2% | 8
Cc1ccc(CN(Cc2ccccc2)C(=S)Nc2ccccc2C)o1 | 2.6% | 7
COCC(C)n1c(C)cc(C(=O)CSc2cc(C)c3ccccc3n2)c1C (stereo unspecified) | -3.1% | -14
CCOC(=O)c1nc(-c2ccc(OC)c(OC)c2)cnc1C#N | -3.3% | 28
CCN(CCn1cccn1)C(=O)c1cc(COc2c(F)cccc2F)on1 | 7.4% | 3
O=C(c1ccc(Cl)cc1)c1c[nH]c(C(=O)C(Cl)(Cl)Cl)c1 | 1.5% | 11
CC1Cc2ccccc2N1CC(=O)Nc1ccc2c(c1)OCO2 (stereo unspecified) | 5.7% | /
N#C/C(=C\c1ccc(OCc2ccccc2)cc1)C(N)=O | 3.5% | -11
CCOC(=O)CCCNC(=O)CCCNC(=O)C(c1ccccc1)c1ccccc1 | -1.2% | /

The last four entries of the part before lead into the next.
SMILES | M. tuberculosis GlmU | RmlCD inh 1536
O=C(c1ccc(Cl)cc1)c1c[nH]c(C(=O)C(Cl)(Cl)Cl)c1 | 1.5% | 11
CC1Cc2ccccc2N1CC(=O)Nc1ccc2c(c1)OCO2 (stereo unspecified) | 5.7% | /
N#C/C(=C\c1ccc(OCc2ccccc2)cc1)C(N)=O | 3.5% | -11
CCOC(=O)CCCNC(=O)CCCNC(=O)C(c1ccccc1)c1ccccc1 | -1.2% | /
Cc1ccc(-n2c([O-])nc(-[n+]3ccccc3)c2C=O)cc1 | -6.4% | /
O=C(NCCCN1CCOCC1)C(C(=O)NCCCN1CCOCC1)c1ncc(C(F)(F)F)cc1Cl | 7.8% | -12
N#Cc1cccc(NC(=O)COC(=O)CCc2nc3ccccc3c(=O)[nH]2)c1 | -0.9% | 1
N#C/C(=C\c1cccnc1)c1nc2c(s1)CCCC2 | 3.3% | -8
CCOC(=O)C1=C(CN2CCOCC2)NC(=O)NC1c1cc(C)ccc1C (stereo unspecified) | -0.9% | 10
COc1cccc(/C=N/Nc2nc(Nc3ccc([N+](=O)[O-])cc3)nc(N3CCCC3)n2)c1O | 0.9% | -10
CN(Cc1ccccc1)c1nc2nonc2nc1N1CCCC(CN2CCCC2=O)C1 (stereo unspecified) | -0.8% | /
CCOc1ccccc1NC(=O)CCNC(=O)c1ccc(Cl)cc1 | 1.4% | 9
COc1cccc(-c2ccc3c(N)c(C(=O)NC4CC4)sc3n2)c1 | -3.9% | -14
Cc1ccc(N)c(C(O)(C(F)(F)F)C(F)(F)F)c1 | 2.0% | 7
Cc1nc2ccccc2c2c1C(=O)N(C)C2=O | 3.9% | 1
Cn1c(S(=O)(=O)c2ccc([N+](=O)[O-])cc2)nc(Br)c1Br | -0.6% | 14
COc1ccccc1N1CCN(C(=O)C2c3ccccc3Oc3ccccc32)CC1 | 2.9% | 36
O=S1(=O)N=C2CCCCCN2C(c2ccc(F)cc2)N1 (stereo unspecified) | -1.1% | /
COc1cc(CNC2CCCC2)cc(Cl)c1OCc1ccccc1Cl | -9.1% | 40
Cc1noc(C)c1C(=O)N1CCN(S(=O)(=O)c2cccc(Cl)c2Cl)CC1 | 8.0% | 7
CC(Cc1n[nH]c(=S)o1)c1ccccc1 (stereo unspecified) | -3.5% | ?
CCC(C(=O)NC1CCCC1)N(C(=O)Cn1nnc(-c2ccc(C)o2)n1)c1cnc2ccccc2c1 (stereo unspecified) | -3.5% | -4
Cc1ccc(NCc2nc3ccccc3n2C)cc1 | -2.8% | -5
COc1ccccc1-c1nnc(N(C)C(=O)C2CCCO2)s1 (stereo unspecified) | 3.0% | /
CCOc1cc(C(=O)Nc2ccncc2)cc(OCC)c1OCC | 0.7% | 2
CCCOC(=O)C1=C(C)NC2=C(C(=O)CCC2)C1c1cc(OC)ccc1OC (stereo unspecified) | -1.3% | -3
CCOc1cc(NC(=S)NCC2CCCO2)c(OCC)cc1NC(=O)c1ccc(OC)cc1 (stereo unspecified) | -1.1% | -14
O=C(c1ccccc1[N+](=O)[O-])N1CCN(Cc2ccc3c(c2)OCO3)CC1 | 1.2% | 7
O=C(COc1ccc(Cl)cc1Cl)Nc1ccc2nc3n(c(=O)c2c1)CCCC3 | -3.4% | /

Of the compounds above, eleven have an aryl methoxy group.
SMILES | M. tuberculosis GlmU | RmlCD inh 1536
COc1ccc(/C=N\NC(=O)COc2ccccc2Cl)cc1Cn1nc(C)cc1C | -5.0% | 7
COc1ccc(-c2[nH]ncc2CNCCc2ncccc2C)cc1F | 6.6% | 9
COc1cc(NC(=O)COC(=O)CNC(=O)c2ccc(C)cc2)c(C)cc1[N+](=O)[O-] | -1.5% | 95
CCOC(=O)c1nc(-c2ccc(OC)c(OC)c2)cnc1C#N | -3.3% | 28
COc1cccc(/C=N/Nc2nc(Nc3ccc([N+](=O)[O-])cc3)nc(N3CCCC3)n2)c1O | 0.9% | -10
COc1cccc(-c2ccc3c(N)c(C(=O)NC4CC4)sc3n2)c1 | -3.9% | -14
COc1ccccc1N1CCN(C(=O)C2c3ccccc3Oc3ccccc32)CC1 | 2.9% | 36
COc1cc(CNC2CCCC2)cc(Cl)c1OCc1ccccc1Cl | -9.1% | 40
COc1ccccc1-c1nnc(N(C)C(=O)C2CCCO2)s1 (stereo unspecified) | 3.0% | /
CCCOC(=O)C1=C(C)NC2=C(C(=O)CCC2)C1c1cc(OC)ccc1OC (stereo unspecified) | -1.3% | -3
CCOc1cc(NC(=S)NCC2CCCO2)c(OCC)cc1NC(=O)c1ccc(OC)cc1 (stereo unspecified) | -1.1% | -14

(next part)
SMILES | M. tuberculosis GlmU | RmlCD inh 1536
COc1ccc(C(C)=O)cc1CS(=O)(=O)CC(=O)O | -2.7% | -11
CC(C)(C)OC(=O)N1CCN(C(=O)[C@H](Cc2ccc(O)cc2)n2cc(CCO)nn2)CC1 | 0.5% | /
CC(C)(C)c1cc[n+](-c2[nH]c(=O)sc2/C=N/NC([S-])=Nc2ccccc2)cc1 | 2.0% | -4
COc1ccc(CN2CC(C(=O)NCCN3CCN(c4ccccc4F)CC3)CC2=O)cc1 (stereo unspecified) | 2.1% | -6
OCCNCCOc1ccc(Cl)c(Cl)c1 | -3.9% | -9
CCN(CC)c1ccc(/C=N/NC(=O)c2c(Cl)cnn2C)c(O)c1 | -1.3% | /
O=C(Cc1ccccc1)N1CCC(O)(c2cccnc2)CC1 | 5.4% | 15
O=c1c2cc(N3CCOCC3)ccc2[nH]c(=S)n1Cc1ccc(Cl)cc1 | -0.5% | -17
CC(=O)c1ccc(NC(=O)c2cnn3ccccc23)cc1 | 0.3% | 7
COc1cc(S(=O)(=O)N(Cc2ccccc2)CC2CCCO2)ccc1-n1cnnn1 (stereo unspecified) | -2.6% | 46
CC(=O)c1cccc(NC(=S)NC2CC2)c1 | 3.3% | 2
COc1ccccc1NC(=O)c1ccc(NC(=O)CSc2ncn[nH]2)cc1 | 6.5% | /
N=c1c2c(ncn1Cc1ccco1)Oc1ccc3ccccc3c1C2c1ccccc1 (stereo unspecified) | -0.3% | /
CC(C)c1ccc(NC(=O)CNC(=O)Cn2cnc3ccccc3c2=O)cc1 | 3.9% | 9
Cc1occc1-c1nnc(SCC(=O)N2CCOCC2)n1CCc1ccccc1 | -3.4% | 4
CCOC(=O)c1c(N)n(Cc2ccco2)c2nc3ccccc3nc12 | 4.9% | -7
O=C(NCCc1ccccc1)/C(=N\O)c1ccccc1 | / | 8
CC(=O)Nc1ccccc1Sc1ccccc1 | 5.1% | 21
C=CCOC(=O)c1cn(CC)c2nc(C)ccc2c1=O | 7.0% | 2
FC(F)(F)c1cc(-c2ccccc2)nc(-n2cc(Cl)cn2)n1 | 3.6% | -3
CCOC(=O)SC1=N/C(=C\c2ccc(N(C)C)cc2)C(=O)S1 | 0.4% | 9
O=c1oc(-c2ccccc2F)nc2scc(-c3ccccc3)c12 | 1.3% | /
O=C(NCc1ccccc1Cl)C1CCN(S(=O)(=O)N2CCC3(CC2)OCCO3)CC1 | / | -8
Cc1sc(-c2cccnc2)nc1OC(=O)C1CC1 | 0.0% | -3
COc1ccc(-n2c(C)cc(/C=C/c3nc(O)c([N+](=O)[O-])c(=O)[nH]3)c2C)cc1 | 10% | /
SMILES | M. tuberculosis GlmU | RmlCD inh 1536
O=C(O)CN1C(=O)NC2(CCOc3ccccc32)C1=O (stereo unspecified) | -2.2% | /
Nc1cccc(-n2nncc2-c2ccc(Cl)cc2)c1 | -3.0% | /
CC1=Nc2ccccc2/C1=C/c1c(N)n2c(S(=O)(=O)C(C)C)nsc2nc1=O | 6.3% | 11
Cc1ccc2c(CN3CCN(C(=O)c4ccco4)CC3)cc(=O)oc2c1C | 1.3% | -12
CNC(=O)/C(C#N)=C/c1ccc(-c2nc3ccccc3s2)o1 | -5.5% | /
CCN1CCCC1CNC(=O)c1csc2c1CCCC2 (stereo unspecified) | 1.0% | 21
O=C(CN1CCOCC1)Nc1cccc(Cl)c1Cl | -3.1% | /
COc1nccnc1NS(=O)(=O)c1ccc(NC(=S)NC(=O)/C=C/c2ccc(F)cc2)cc1 | 11% | -6
COc1ccc(CC(=O)NC(C)c2nnc(SCC(=O)Nc3ccccc3F)n2C)cc1 (stereo unspecified) | -1.2% | -7
COc1ccc(CNc2nc3ccccc3n2Cc2ccc(Cl)cc2)cc1OC | -4.4% | -11
CC(=O)NC(c1ccc([N+](=O)[O-])cc1)c1c(O)ccc2ccccc12 (stereo unspecified) | 2.1% | 6
C=C/C(C)=C/CC1C(=C)CCC2C(C)(C(=O)O)CCCC12C (stereo unspecified) | 0.8% | /
CC1Cc2ccccc2N1C(=O)CO/N=C/c1ccccc1OC(F)F (stereo unspecified) | 3.0% | 6
CCOC(=O)c1c(N)sc(C(=O)Nc2ccc3c(c2)OCO3)c1C | -4.3% | ?
O=Cc1sc(N2CCOCC2)nc1-c1ccccc1 | 2.3% | /
O=C(N/N=C/c1cn(-c2ccccc2)nc1-c1cccnc1)c1ccc(F)cc1 | -5.7% | -4
Fc1ccc(/C=N/Nc2nn[nH]n2)cc1 | -2.7% | 2
COc1ccc(NS(=O)(=O)c2cccc(NC(=O)C34CCC(CC3)C4)c2)cc1 | 4.2% | /
c1ccc(-n2c(-c3ccco3)nnc2N2CCOCC2)cc1 | -3.3% | 8
CC(C)=CC(=O)N1CCC(N2CCC(C(=O)N3CCOCC3)CC2)CC1 | -1.9% | -2
COc1ccc(S(=O)(=O)N2Cc3ccccc3CC2C(=O)O)cc1OC (stereo unspecified) | -4.6% | -7
CCn1c(NCc2ccccc2Cl)nc2ccccc21 | -2.8% | /
C/C(=N/NC(=O)c1ccccn1)c1ccc(O)cc1 | 0.7% | -11
O=C(NNS(=O)(=O)c1ccc2ccccc2c1)NC1CCCCC1 | -1.7% | /
CC1CC(C)CN(C(=O)COc2ccc(-c3nnco3)cc2)C1 (stereo unspecified) | -1.7% | /
SMILES | M. tuberculosis GlmU | RmlCD inh 1536
Cc1cccc(-c2nc(CS(=O)CC(=O)N3CCc4ccccc4C3)c(C)o2)c1 (stereo unspecified) | -1.2% | 8
CC(C)Sc1nnc(CNC(=O)C23CC4CC(CC(C4)C2)C3)n1Cc1ccccc1 | -4.5% | 2
Cc1ccc(-c2nnn(CC(=O)N(c3ccccc3F)C(C(=O)NC3CCCC3)c3ccco3)n2)o1 (stereo unspecified) | -1.0% | /
COc1ccc(C2=NOC(C(=O)N3CCOCC3)C2)cc1OC (stereo unspecified) | 1.7% | 14
CN(C)C(=O)c1cc(Cl)ccc1Sc1cc(Cl)ccc1Cl | 3.5% | 10
CC1(C)Cc2c(C#N)c(NCc3ccco3)nc(-c3ccco3)c2CO1 | -4.7% | -5
COc1ccccc1CNC(=O)c1ccc(C)s1 | 7.1% | /
CCOC(=O)C(C)Oc1cccc2c(=O)n(CC(=O)NCc3ccc4c(c3)OCO4)ccc12 (stereo unspecified) | 7.0% | 7
O=C(/C=C/c1ccccc1[N+](=O)[O-])c1ccccc1Br | -0.4% | /
Cc1c(C(=O)N2CCCCC2)sc(NC(=O)C2CC2)c1C#N | 4.3% | /
Cn1c(SCC(=O)N2CCOCC2)nnc1-c1cnccn1 | 2.0% | /
